Compound activity from PubChem.
CRFR2-BP antag – antagonists of CRF-BP/CRF-R2 complex, primary screen, cell-based, HEK293, calcium dye fluorescence, uHTS; 350,000 tested, 0.59% active; inhibition, % at 11.8 µM; CRF-induced calcium fluorescence; AID 588475, 2011;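 active means inhibition of the ligand-induced calcium signal above about 50% at the single tested concentration, limit read from the data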
IMP-1 inhibitor – IMP-1 metallo-beta-lactamase inhibitors, primary screen, biochemical, epi-absorbance readout, Pseudomonas aeruginosa enzyme; metallo-beta-lactamase IMP-1 (Pseudomonas aeruginosa); purified IMP-1, nitrocefin hydrolysis, epi-absorbance fluorescence; inhibition, % at 5.6 µM; 290,000 tested, 0.45% active; AID 1556, 2009;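 active means inhibition above the mean plus 3 SD of all compounds in the same screening run, cut at about 4.5% in these data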;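 further: 0% = IMP-1 with DMSO and 100% = DMSO wells lacking enzyme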
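Assay system: purified IMP-1; Quantity: IMP-1 0.2 nM before substrate addition; Medium: HEPES buffer pH 7.1 with ZnSO4 and Brij 35; Incubation: 15 min enzyme–compound preincubation, then 25 min nitrocefin reaction, 25 °C; Signal: fluorescence quenching readout, ex 480/em 530 nm; Controls: DMSO with and without IMP-1; Repeats: singlicate testing.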
VIM-2 inh – VIM-2 metallo-beta-lactamase inhibitors, primary screen, biochemical, epi-absorbance readout, Pseudomonas aeruginosa enzyme. purified VIM-2, nitrocefin hydrolysis, epi-absorbance fluorescence. inhibition, % at 5.6 µM. 290,000 tested, 0.89% active. AID 1527, 2009;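 active means inhibition above the mean of all tested compounds plus 3 SD, cutoff set per screening run, cut at about 7.5% in these data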;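 further: red hydrolysis product quenches plate fluorescence so inhibitors raise well fluorescence; 0% = enzyme with DMSO and 100% = DMSO without enzyme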
IDE cell inh – human IDE inhibitors in live cells, primary screen, fluorescence polarization, HEK cells, FAbetaB substrate; Insulin-degrading enzyme (Homo sapiens), P14735; FAbetaB cleavage; inhibition, % at 5.59 µM; 320,000 tested, 0.41% active; AID 434962, 2010;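 active means percent inhibition above the average of all tested compounds plus 3 SD, set per screening campaign, cut at about 16% in these data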;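 further: IDE supplied by intact live HEK cells; FP after avidin binding of uncleaved biotin substrate so inhibition keeps polarization high; 0% = DMSO wells and 100% = 60 µM reference IDE inhibitor Ii1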
p-CIP stab down – p/CIP-EGFP fusion destabilizers, primary screen, fluorescence, F442A cells; 16 h; decrease of EGFP signal, % at 10 µM; 290,000 tested, 0.01% active; AID 1984, 2009;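 active means EGFP signal decrease of at least 30% at 10 µM or well 3 SD below plate mean, unless failing retest; inactive means the rest, including hits failing retest or dose response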; further: some compounds called inactive have numbers as strong as hits; many of its hits are not listed in these tables
HCV NS3 hel inh – inhibitors of HCV NS3 helicase, primary screen, biochemical, Cy5 molecular beacon fluorescence; Hepatitis C virus NS3 helicase; NS3 helicase DNA unwinding; inhibition, % at 10.9 µM; 290,000 tested, 0.56% active; AID 1800, 2009;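 active means inhibition above the mean of all tested compounds plus 3 SD, set per campaign, cut at about 35% in these data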;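 further: 0% = DMSO wells and 100% = thioflavine S control wells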
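Test system: hepatitis C virus NS3 helicase domain fragment enzyme. Also added: annealed dual-labelled DNA beacon duplex, ATP-started. Timing: 60 min unwinding reaction at 25 °C after ATP addition. Technique: Cy5 fluorescence. Measure: % inhibition of unwinding.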
GalR3 antagonist – GalR3 antagonists in HEK293 cells, primary screen, cell-based, fluorescence readout; HEK293 GalR3-CNG cAMP membrane potential fluorescence; galR3 body fused to GalR1 C-terminus; inhibition, % at 3 µM; 360,000 tested, 0.44% active; AID 651719, 2012;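 active means inhibition above the screen-wide average plus 3 SD, cut at about 13% in these data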;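 further: forskolin and galanin both at EC90 stimulate the cells; cAMP rise reported by CNG channel membrane potential dye signal; 0% = forskolin plus galanin with DMSO and 100% = forskolin alone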
Target sequence (O60755 1-299 limits assumed): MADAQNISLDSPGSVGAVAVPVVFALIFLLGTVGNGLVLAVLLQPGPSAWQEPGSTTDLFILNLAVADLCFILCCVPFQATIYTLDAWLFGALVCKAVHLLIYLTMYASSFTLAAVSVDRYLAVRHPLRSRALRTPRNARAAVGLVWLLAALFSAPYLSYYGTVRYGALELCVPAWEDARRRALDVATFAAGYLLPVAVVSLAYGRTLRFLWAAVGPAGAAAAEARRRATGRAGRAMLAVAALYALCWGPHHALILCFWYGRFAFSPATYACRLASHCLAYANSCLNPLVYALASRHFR
SUMO HTRF inh – inhibitors of in vitro SUMOylation cascade, primary screen, biochemical, HTRF, uHTS; SUMO-conjugating enzyme UBC9 (Homo sapiens), P63279; HTRF SUMOylation assay, SAE1/SAE2 + UBC9; inhibition, % at 35 µM; 290,000 tested, 0.36% active; in the data active means inhibition above about 50%, passing the limit was not always enough; further: strong numbers were not always called active
Target sequence (P63279 whole entry, looked up): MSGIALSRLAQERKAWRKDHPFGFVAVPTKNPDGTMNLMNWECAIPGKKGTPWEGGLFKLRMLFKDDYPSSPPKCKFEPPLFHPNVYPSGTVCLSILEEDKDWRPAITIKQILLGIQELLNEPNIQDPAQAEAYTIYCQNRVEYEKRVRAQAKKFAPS
IDE cell activ – human IDE activators in live cells, primary screen, fluorescence polarization, HEK cells, FAbeta-B substrate; FAbeta-B cleavage; 0% vehicle, 100% cell-free pure enzyme wells; Insulin-degrading enzyme (Homo sapiens), P14735; activation, % at 5.96 µM; 340,000 tested, 0.073% active;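 active means activation above the mean of all tested compounds plus 3 SD, set per screening campaign, cut at about 17% in these data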
An asterisk follows results filed as active; · = no result given.

no.	SMILES	CRFR2-BP antag	IMP-1 inhibitor	VIM-2 inh	IDE cell inh	p-CIP stab down	HCV NS3 hel inh	GalR3 antagonist	SUMO HTRF inh	IDE cell activ
1	Cc1cccc(C)c1NC(=S)Nc1ccc(Cl)c(Cl)c1	-14	0.2	-6.0	-3	6	6	-6	16	2
2	Cc1cccn2c(=O)c3cc(C(=O)NCc4ccco4)c(=N)n(CCc4ccccc4)c3nc12	13	-0.7	1.3	9	-7	4	1	4	-4
3	Cc1cccc([C@@H]2[C@@H]3C(=O)N(Cc4ccccc4)C(=O)[C@@H]3[C@]3(CC(C)C)C(=O)N(c4cccc(Br)c4)C(=O)N23)c1	-8	-1.2	-2.5	3	-15	-6	·	-9	-1
4	Cc1cc(C)c(NC(=O)CN2C(=O)NC(Cc3ccccc3)C2=O)c(C)c1 (stereo not given)	13	-1.6	-1.1	4	-1	4	-6	6	8
5	CCOc1ccc(NC(=O)c2ccc(Br)o2)c([N+](=O)[O-])c1	-23	-3.4	-0.5	-2	-12	0	0	4	2
6	c1ccc2c(c1)OCC(c1nnc3sc(-c4ccc5c(c4)OCO5)nn13)O2 (stereo not given)	-44	-0.2	-1.9	-5	-9	-8	-2	12	-4
7	Cc1ncc([N+](=O)[O-])n1CC(=O)N/N=C/c1ccc(F)cc1	-16	-2.1	-2.1	5	4	7	-4	14	-2
8	c1ccc(Nc2nnc(SCc3cccc4ccccc34)s2)cc1	-12	-2.8	-4.2	1	-17	-11	-2	-3	4
9	COc1ccc(-c2cc(C(F)F)n3ncc(C(=O)N4CCN5CCCC5C4)c3n2)cc1 (stereo not given)	21	-2.1	0.5	6	-13	1	1	28	4
10	NS(=O)(=O)c1ccc(CCNC(=O)COC(=O)C2CCCN2C(=O)c2cccs2)cc1 (stereo not given)	18	-0.6	-1.0	0	-2	11	-4	10	3
11	Cc1cc(NC(=O)CSc2c3c(nc4ccccc24)CCC3)no1	-12	-2.0	0.4	3	-11	-3	·	19	4
12	Cc1sc2ncnc(OCC(=O)Nc3ccc4c(c3)OCCO4)c2c1C	12	-6.3	-3.4	0	-15	2	2	18	1
13	NC(=O)c1nc(-c2cccs2)nc2c1[nH]c(=O)n2-c1ccc(F)cc1	-3	-0.1	1.1	5	0	-1	-1	10	9
14	CC(C)(C)OC(=O)CC[C@@H](C(=O)NCCCCCCCCCCC(=O)N1CCN(C(=O)OC(C)(C)C)CC1)n1cc(CCCCCNC(=O)OC(C)(C)C)nn1	-1	·	·	-4	·	·	-4	·	4
15	O=C(COc1ccc(F)cc1Cl)Nc1cc(S(=O)(=O)N2CCOCC2)ccc1N1CCCCC1	5	-2.3	-1.9	-4	-8	-6	-2	5	8
16	NC(=O)c1ccc(NC(=O)c2cncn2-c2ccccc2)cc1	-14	-3.5	-3.6	6	-4	5	-2	1	1
17	Cc1onc(-c2ccccc2)c1C(=O)OCc1nnc(-c2ccccc2)o1	-8	·	·	1	·	·	-3	·	3
18	COc1ccccc1OCC(=O)NNC(=O)c1cnccn1	56*	-5.2	-5.0	2	-7	1	0	-26	6
19	COCCn1c(=NC(=O)c2ccc(S(=O)(=O)N3CCOCC3)cc2)sc2cc(S(N)(=O)=O)ccc21	8	-1.8	-0.2	3	1	-8	-5	6	5
20	CN1CCN(CCCN(Cc2cccs2)C(=S)Nc2ccc(Cl)cc2)CC1	-14	-2.3	-3.9	6	2	-13	-8	0	-5
21	COc1ccccc1NC(=O)CSc1nc2c(sc3ccccc32)c(=O)n1CCN(C)C	-11	-0.6	3.3	2	0	-17	-8	17	-5
22	COc1ccc2c(c1)sc(=N)n2C	8	-3.8	-2.2	6	-16	-1	-6	16	6
23	COc1ccc(-c2nc(-c3cccc(C)c3)nc(N3CCN(C)CC3)c2C#N)cc1	-6	-3.2	-3.5	3	-10	-2	9	9	7
24	CCC(C)n1c(SCC(=O)Nc2ccccc2C(F)(F)F)nc2ccsc2c1=O (stereo not given)	11	-0.7	-1.6	0	-7	-9	-5	-10	-1
25	O=C(CSc1ncnc2nc[nH]c12)Nc1nnc(SCc2ccc(Cl)c(Cl)c2)s1	-31	-0.7	-2.2	-1	-4	9	-3	46	-1
26	Cn1c(=O)oc2cc(S(=O)(=O)NCCN3CCN(c4ccccc4F)CC3)ccc21	-16	-3.4	0.7	1	-9	-6	·	17	3
27	COc1ccc(C(=O)Nc2nc3ccc(S(C)(=O)=O)cc3s2)cc1OC	-3	-0.4	-0.5	0	-11	5	0	20	-2
28	Cc1nn(CCC(=O)N2CCN(S(=O)(=O)c3ccc(Cl)cc3)CC2)c(C)c1C	5	-4.8	-0.1	-15	-2	1	-8	-18	5
29	CNC(=O)CCCN1C(=O)c2ccccc2Sc2ncccc21	6	-2.6	0.8	9	-8	-1	-13	5	-4
30	COc1ccc(C(=O)Nc2cc(C)c3c(=O)oc4ccccc4c3n2)cc1	9	3.3	-1.4	-1	-3	-3	-1	-2	0

Complete entries from above. Screens in order: CRFR2-BP antag, IMP-1 inhibitor, VIM-2 inh, IDE cell inh, p-CIP stab down, HCV NS3 hel inh, GalR3 antagonist, SUMO HTRF inh, IDE cell activ
Listed for COc1ccccc1OCC(=O)NNC(=O)c1cnccn1 : 56*, -5.2, -5.0, 2, -7, 1, 0, -26, 6
Listed for COc1ccc(C(=O)Nc2nc3ccc(S(C)(=O)=O)cc3s2)cc1OC : -3, -0.4, -0.5, 0, -11, 5, 0, 20, -2

Later entries:
no.	SMILES	CRFR2-BP antag	IMP-1 inhibitor	VIM-2 inh	IDE cell inh	p-CIP stab down	HCV NS3 hel inh	GalR3 antagonist	SUMO HTRF inh	IDE cell activ
31	COc1cc(C2CC(=O)N3CN(Cc4ccccc4)CSC3=C2C#N)ccc1OCc1ccccc1 (stereo not given)	19	-3.0	-2.0	-4	-12	52*	·	11	-12
32	CCN1CCN(CCCNC(=O)c2ccc3c(Cl)c4c(nc3c2)CCCC4)CC1	-1	-0.6	11*	0	-4	-17	-1	12	-2
33	Cc1ccc(S(=O)(=O)Oc2ccc(N3C(=O)C4C5CCC(C5)C4C3=O)cc2)cc1 (stereo not given)	-20	-2.5	-2.1	0	-15	-7	6	6	-2
34	COc1ccc(Cl)cc1NC(=O)Cn1c(=O)n2nc(C)nc2c2ccccc21	1	-3.0	-2.2	2	4	16	0	24	-1
35	COc1ccc(CCN(C)C2CCCN(S(=O)(=O)c3ccccc3)C2)cc1OC (stereo not given)	17	-0.5	2.2	·	10	-1	-8	-1	2
36	C/C(=N\N1CCN(C)CC1)c1ccc(Cl)c(Cl)c1	18	-3.5	-1.7	-1	-6	8	2	-4	5
37	Cc1nc(CNS(=O)(=O)c2ccc3c(c2)OCCO3)cs1	3	-2.8	-4.4	-1	-10	4	-5	34	1
38	CCCNC(=O)COC(=O)/C=C/c1ccco1	16	-3.8	-1.2	7	1	3	4	35	4
39	O=C(NC1(C(F)(F)F)NC(=O)N(CC2CCCCC2)C1=O)c1ccco1 (stereo not given)	-20	-2.0	0.8	0	-6	5	-4	14	3
40	COc1ccc(-c2cn(-c3ccccc3)nc2CO)cc1	-3	-1.2	-0.1	6	-2	5	-7	-2	-4
41	COc1ccc(/C=C/C(=O)NC(=S)Nc2ccc(S(=O)(=O)Nc3nccnc3OC)cc2)cc1	17	-2.9	-6.5	5	13	1	-11	16	-1
42	CC(C)NC(=O)NNC(=O)Cn1nnc(-c2cccc(Cl)c2Cl)n1	-11	-4.2	-4.0	2	-12	4	-5	-3	·
43	Cc1cc(NC(=O)Cn2cnc3c(nnn3-c3cccc(F)c3)c2=O)no1	-6	0.1	0.8	7	8	8	-2	-4	2
44	O=C(c1cccc(OC2CCN(Cc3ccc(F)cc3Cl)CC2)c1)N1CCCC1	2	-0.8	-0.4	2	1	0	3	12	2
45	CCOC(=O)c1c(NC(=O)CNC2CCCc3ccccc32)sc(C(N)=O)c1C (stereo not given)	-4	-4.1	-4.5	-4	1	6	-6	11	0
46	Fc1ccccc1/C=N/N1CCN(Cc2ccccc2Cl)CC1	21	-1.9	-2.2	0	-1	-25	-7	-5	-6
47	O=C(Nc1ccc(Br)cc1)C1C2C=CC3(O2)C1C(=O)N(CCN1CCCCC1)C3C(=O)NC1CCCCC1 (stereo not given)	-5	-2.0	0.3	-2	3	-10	-2	-11	7
48	Cn1ccnc1SCC(=O)c1ccc(Br)cc1	25	-4.8	-3.3	2	-10	3	-1	14	-2
49	CCOC(=O)c1c(NC(=O)COC(=O)CNC(=O)c2ccco2)sc(C(C)=O)c1C	13	-3.5	1.8	17*	6	4	-1	0	-7
50	CN1C(=O)CC(N2CCN(c3ccccn3)CC2)C1=O (stereo not given)	-13	-2.8	-2.4	6	-6	2	-3	33	0
51	COc1ccc(S(=O)(=O)N2CCN(Cc3cccc([N+](=O)[O-])c3)CC2)cc1	24	·	·	5	·	·	-2	·	-1
52	O=C(COC(=O)CCCN1C(=O)c2ccccc2C1=O)Nc1ncc(Cl)cc1Cl	-5	-0.6	-1.9	7	-8	10	4	4	1
53	CCOC(=O)C1=C(C)NC2=C(C(=O)C(C(=O)OCC)C(c3ccco3)C2)C1c1ccccn1 (stereo not given)	1	0.5	-1.8	-10	-15	9	-2	35	6
54	NC(=O)c1cc(N=Nc2c(N)[nH]n(-c3c(Cl)cc(Cl)cc3Cl)c2=O)ccc1Cl	-6	-0.8	-3.8	2	-7	8	10	22	4
55	COC(=O)C(NNc1ccccc1C)(NC(=O)c1ccc(F)cc1)C(F)(F)F (stereo not given)	-4	-1.6	-0.5	-2	3	0	-5	8	2
56	Brc1ccccc1OCCCCCN1CCOCC1	2	-3.0	0.2	-3	6	-5	-4	-8	3
57	Cc1ccc(-c2nc3ccccc3nc2NN)cc1	-3	-2.7	0.5	-8	4	-3	-5	13	1
58	CC(=O)Nc1cccc(Oc2cnc3ccccc3n2)c1	19	-1.7	-5.8	1	0	-7	-3	-10	-7
59	Cc1cccc(C(=O)NNC(=O)c2cc3cc4ccccc4nc3s2)c1	-34	-1.6	-1.7	-5	-10	0	0	28	9
60	C=CCOc1cccc(/C=C\c2nc(O)c([N+](=O)[O-])c(=O)[nH]2)c1	-1	-1.5	0.1	-5	-2	36	-9	36	0
61	CCC(C)NC(=O)CCc1nnc2ccc(N3CCC(C)CC3)nn12 (stereo not given)	7	-1.1	0.1	-4	-11	-8	-8	12	0
